# Screens: PubChem BioAssay, Fisher Drug Discovery Resource Center
# mcGAS inh – mouse cGAS inhibition by luminescence; Q8C6L5; recombinant cGAS, Kinase-Glo ATP depletion luminescence; inhibition, % at 12.5 µM; 0.15% of 160,000 active; AID 1259399;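 further: 0% = negative control wells and 100% = reference inhibitor with no enzyme activity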
# hcGAS inh – blocks human cGAS activity; Q8N884; AID 1259398; inhibition, % at 12.5 µM; recombinant h-cGAS, ATP depletion, Kinase-Glo luminescence; 0.081% of 290,000 active;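 further: 0% = vehicle reaction and 100% = reaction without DNA for no activity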
# Target sequence (Q8N884 whole entry, looked up): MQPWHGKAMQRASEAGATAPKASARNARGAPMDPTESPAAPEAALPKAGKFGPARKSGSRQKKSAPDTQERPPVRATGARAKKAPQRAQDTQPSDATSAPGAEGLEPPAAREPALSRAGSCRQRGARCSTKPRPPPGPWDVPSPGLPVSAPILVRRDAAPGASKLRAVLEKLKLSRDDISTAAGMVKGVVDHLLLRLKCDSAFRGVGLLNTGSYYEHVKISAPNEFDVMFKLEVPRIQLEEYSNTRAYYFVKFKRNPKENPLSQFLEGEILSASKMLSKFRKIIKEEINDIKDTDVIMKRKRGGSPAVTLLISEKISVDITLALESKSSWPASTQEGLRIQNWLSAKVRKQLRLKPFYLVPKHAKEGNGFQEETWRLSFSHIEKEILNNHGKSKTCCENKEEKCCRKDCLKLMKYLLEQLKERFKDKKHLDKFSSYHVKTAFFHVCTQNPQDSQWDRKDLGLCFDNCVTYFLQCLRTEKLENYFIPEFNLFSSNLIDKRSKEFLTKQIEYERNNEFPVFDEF
# NPYLR7 agonist – activates Aedes aegypti NPYLR7 receptor; HEK293T NPYLR7/Galpha15, GCaMP6s calcium fluorescence; activation, % at 10 µM; 0.15% of 270,000 active; in the data active means activation above about 40%;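 further: 0% = vehicle and 100% = reference agonist at the receptor; some compounds past the cut are filed as inactive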
# Active calls of the source: *; · = not tested or not shown; & = joins results of further samples. Unless noted, no stated cut-off is given here; in the data, active means inhibition above about 40%; inactive means the rest.
SMILES,mcGAS inh,hcGAS inh,NPYLR7 agonist
CCCC(=O)N(Cc1ccccn1)c1nc2c(C)c(Cl)ccc2s1,-2,2,0
Cc1ccc(C(=O)N2CCC(n3nccc3NC(=O)Nc3ccccc3C)CC2)s1,-13,-3&-7,0&6
COc1cccc(Cl)c1-c1ccc(OCC(N)=O)c(C)c1,-11,-7,0
CCOC(=O)C1=C(C)NC2=C(C(=O)CC(c3ccc(Cl)cc3)C2)C1c1cccc(Cl)c1Cl (stereo unspecified),-5,-7,-2
Cc1ccc(CNc2nc(N)c([N+](=O)[O-])c(NCC3CCCO3)n2)cc1 (stereo unspecified),·,-5,1
C=CCOc1c(Cl)cc(C(=O)NC(C)c2n[nH]c(=O)[nH]2)cc1Cl (stereo unspecified),-11,-3,4
O=C(c1ccco1)N1CCc2ccccc2C1c1ccccc1Cl (stereo unspecified),-6,-2,2
Cc1nc(CNC(=O)c2sccc2OC(F)F)cs1,·,-10,9
COc1cc(C)ccc1Oc1ccc(NC(=O)C2CCCN2C(=O)OC(C)(C)C)cn1 (stereo unspecified),·,-4,5
Cc1ccc(-n2c(-c3ccc(F)cc3)cc(C(=O)N3CCN(C(=O)C4CC4)CC3)c2C)cc1,-3,7,-6
CCOc1ccc(CN(CCc2c[nH]c3ccccc23)Cc2nc(C(=O)NCc3cccnc3)co2)cc1,-4,-2,19
O=C1N(Cc2ccc(F)cc2F)c2ccc(F)cc2C12NCCS2 (stereo unspecified),·,-3,18
CC1CCN(C(C)CNS(=O)(=O)c2cc(F)ccc2F)CC1 (stereo unspecified),-9,-16,2
O=C(CC1CSc2nccc(=O)n21)NCc1ccccn1 (stereo unspecified),·,1,-2
CCCCC(=O)N(CCn1cccn1)c1nc2c(F)cccc2s1,-11,-5,-12
COc1cccc(-c2ccc3nnc(-c4ccc(OCCCN(C)C)cc4)n3c2)c1,-8,-3,8
COc1cc(C(=O)N2CCC(c3nc(-c4ccc(Cl)cc4)no3)CC2)cc(OC)c1OC,-6,-7,4
CC(=O)Nc1cccc(OC(=O)N(c2ccccc2)c2ccccc2)c1,·,-2,0
C/C=C/C(=O)Nc1ccccc1-c1cccc(NC(C)=O)c1,·,-10,5
COCc1ccc(C(=O)O)o1,-4,-5,1
CCC(COC)NC(=O)CCc1nnc(CCCCc2ccccc2)o1 (stereo unspecified),-5,-5,2
CNCc1ccccc1Sc1ccc(O)cc1,·,-6,1
O=C(CC(c1ccccc1)c1ccccc1)Nc1nc2ccccc2s1,-5,-5,-16
COc1cc(NC(=O)N(CC(=O)Nc2cc(C(C)(C)C)nn2-c2ccccc2Cl)Cc2ccccc2)cc(OC)c1,2,-4,-1
CCCNC(=O)N(CCN1CCOCC1)Cc1nccn1Cc1ccc(Cl)cc1Cl,-6,-6,5
Cc1cccc(COn2cccc(C(=O)Nc3ccc(Cl)cc3)c2=O)c1,-1,-6,3
COc1ccc(C(=O)N2CCN(c3cc(Cl)nc(SCC(=O)NCCc4ccc(Cl)cc4Cl)n3)CC2C)cc1 (stereo unspecified),-5,-3,0
Cc1ccccc1SC1CCN(Cc2nc(CCC(C)C)no2)CC1,·,-2,3
O=C(/C=C/c1cccs1)N1CC[C@@H](N2CCN(c3ccccc3F)CC2)[C@H](O)C1,·,-10,16
Cc1ccc(N2C(=O)CC(Sc3nc(CC(C)C)ccc3C#N)C2=O)cc1 (stereo unspecified),-3,-3,0
COc1ccc2ccccc2c1CNC1CCN(c2ccc(C(=O)N3CCOCC3)cc2)CC1,-5,-5,15
O=C(NC1CCN(c2ccccc2C(=O)N2CCN(c3ccccn3)CC2)CC1)c1cccc(Br)c1,0,2,-2
CCOc1ccccc1C1C(C(N)=O)=C(C)Nc2nc(-c3cccs3)nn21 (stereo unspecified),·,-6,3
COc1cc(NC(=O)CN2c3ccccc3C[C@H]2C(N)=O)c(OC)cc1Cl,-14,-10,-4
CNC(=O)c1ccc(OC)c(-c2cc(F)ccc2C)c1,2,3,0
COc1ccc(Cl)c2sc(N(CCN3CCOCC3)C(=O)c3cc(C)on3)nc12,-4,0,5
CCOC(=O)C1(Cc2cccc(F)c2)CCN(Cc2ccncc2)CC1,-1,-3&-2,2&2
COCCN(Cc1cnc(S(=O)(=O)C(C)C)n1Cc1ccccc1F)C(C)C,·,-3,0
CCC(C(=O)N1CCN(c2ncccc2C(=O)NCc2ccc3c(c2)OCO3)CC1)c1ccccc1 (stereo unspecified),-8,-9,-5
CCOC(=O)N1CCN(C(=O)c2cc(-c3ccc(OC)cc3)n(-c3ccccc3Cl)c2C)CC1,-6,-3,18
CNS(=O)(=O)c1cc(NS(=O)(=O)c2ccc(C)cc2C)ccc1C,-14,0,-2
Cc1onc(-c2ccccc2Cl)c1C(=O)NC(c1ccccc1)c1ccccc1,-5,-1,-2
Oc1oc(-c2ccccc2F)nc1C=Nc1cccc(C(F)(F)F)c1,·,-5,-3
N#CCn1c(=S)[nH]c2ccccc21,·,2,2
CCN=c1scc(-c2ccc(C)cc2)n1N=Cc1ccc(O)cc1O,-3,4,1
CC(=O)Nc1ccc(-c2ccc(S(C)(=O)=O)cc2)c2cccnc12,·,-9,2
O=S(=O)(Nc1ccccc1Cl)C1=Cc2ccccc2CC1,·,-17,4
CC(c1ccon1)N(C)Cc1cn(Cc2ccccc2)nc1-c1ccc2c(c1)OCO2 (stereo unspecified),0,5,6
COCCN(CC(=O)N(CCc1c[nH]c2ccccc12)Cc1ccccc1OC)C(=O)c1ccc(Cl)cc1,1,-1,-2
NC(=O)C(c1ccc(F)cc1)N1CCN(Cc2ccco2)CC1 (stereo unspecified),-8,-2,-3
O=C(Nc1ccc(F)cc1F)N1CCC2(CC1)SCCN2C(=O)c1ccc(F)cc1,-2,4,-5
Cc1ccc(C(=O)N(C)CC2Cc3ccccc3O2)cc1NC(=O)C1CC1 (stereo unspecified),-17,-8,10
CC(C)c1ccc(Nc2ncc3c(n2)CCN(C(=O)Nc2ccc(F)c(Cl)c2)C3)cc1,-2,-4,-1
Nc1nc2n(n1)C1(CCCCC1)C1CCCCC1=N2 (stereo unspecified),·,-11,7
Cn1cc(C(CC(=O)NC(C)(C)C)c2cccc(F)c2)c2ccccc21 (stereo unspecified),-5,-11,22
COc1ccc(COC(=O)c2csc(-c3ccc(OC)c(OC)c3)n2)cc1OC,·,-5,9
COCCN(CC(=O)Nc1cccc(Cl)c1)C1CCS(=O)(=O)C1 (stereo unspecified),·,-4,2
CCOC(=O)CN1C(=O)CN(C(=O)c2ncoc2-c2ccccc2)CCC(OC)c2ccccc21 (stereo unspecified),-5,-6,4
CCOc1ccc(Cl)cc1CNc1nnnn1CC,·,-8,-1
COc1ccc(O)c(C=NNc2ncnc3sc4c(c23)CCCC4)c1,-6,-8,2
# (next part)
SMILES,mcGAS inh,hcGAS inh,NPYLR7 agonist
COCCCN(Cc1csc(COc2ccc(OC)cc2)n1)C(=O)NC(C)(C)C,-8,-4,5
COc1cc(OC)cc(C2CCN(CCn3cncn3)C2)c1 (stereo unspecified),·,1,-2
COc1ccc(C(=O)NC(Cc2ccccc2)C(=O)Nc2nnc(-c3ccc(F)cc3)s2)c(OC)c1 (stereo unspecified),1,1,-2
COc1ccc(NC(=O)C2CCN(C(=O)[C@@H](Cc3ccccc3)NC(=O)Nc3ccc(I)cc3)CC2)cc1,-6,-6,4
CCCSC1=C(C#N)C(c2ccc([N+](=O)[O-])cc2)CC(=O)N1 (stereo unspecified),-7,-6,-2
Fc1ccc(CNCC2(c3ccnc(C4CC4)c3)CC2)cc1,-8,-6,8
CCOC(=O)c1ccc(NC(=O)CSc2nccn3nc(-c4ccc(OC)cc4)cc23)cc1,-8,-6,0
Cc1cc(NC(=O)C2CC(=O)N(c3ccccc3Br)C2)no1 (stereo unspecified),-2,-2,0
COc1cccc(NC(=O)Cn2nc(Nc3ccccc3)c(S(=O)(=O)c3ccc(F)cc3)c2N)c1,-7,-4,0
CC(C)C(Nc1ncnc2sc3c(c12)CCC3)C(=O)O (stereo unspecified),-1,1,17
O=C(Oc1cc(=O)n(-c2ccccc2)c2c1CCCC2)c1ccc([N+](=O)[O-])cc1,·,2,1
Cc1cc(=O)[nH]c(=S)n1CCO,·,-5,10
COc1cc([C@@H]2c3cc4c(cc3C(OC3O[C@@H]5COC(C)O[C@H]5[C@H](O)[C@H]3O)C3COC(=O)[C@@H]32)OCO4)cc(OC)c1O (stereo partly specified),·,-3,-8
Cc1cc(N2CCOCC2)ccc1NC(=O)Cn1cccnc1=O,·,-5,-1
COc1ccc(CNC(=O)CCC2CCCN(C(=O)/C=C/c3ccccn3)C2)c(OC)c1 (stereo unspecified),·,-4,13

# Part of the list above, as tab-separated lines:
mol	mcGAS inh	hcGAS inh	NPYLR7 agonist
O=C1N(Cc2ccc(F)cc2F)c2ccc(F)cc2C12NCCS2 (stereo unspecified)	·	-3	18
CC1CCN(C(C)CNS(=O)(=O)c2cc(F)ccc2F)CC1 (stereo unspecified)	-9	-16	2
O=C(CC1CSc2nccc(=O)n21)NCc1ccccn1 (stereo unspecified)	·	1	-2
CCCCC(=O)N(CCn1cccn1)c1nc2c(F)cccc2s1	-11	-5	-12
COc1cccc(-c2ccc3nnc(-c4ccc(OCCCN(C)C)cc4)n3c2)c1	-8	-3	8
COc1cc(C(=O)N2CCC(c3nc(-c4ccc(Cl)cc4)no3)CC2)cc(OC)c1OC	-6	-7	4
CC(=O)Nc1cccc(OC(=O)N(c2ccccc2)c2ccccc2)c1	·	-2	0
C/C=C/C(=O)Nc1ccccc1-c1cccc(NC(C)=O)c1	·	-10	5
COCc1ccc(C(=O)O)o1	-4	-5	1
CCC(COC)NC(=O)CCc1nnc(CCCCc2ccccc2)o1 (stereo unspecified)	-5	-5	2
CNCc1ccccc1Sc1ccc(O)cc1	·	-6	1
O=C(CC(c1ccccc1)c1ccccc1)Nc1nc2ccccc2s1	-5	-5	-16
COc1cc(NC(=O)N(CC(=O)Nc2cc(C(C)(C)C)nn2-c2ccccc2Cl)Cc2ccccc2)cc(OC)c1	2	-4	-1
CCCNC(=O)N(CCN1CCOCC1)Cc1nccn1Cc1ccc(Cl)cc1Cl	-6	-6	5
Cc1cccc(COn2cccc(C(=O)Nc3ccc(Cl)cc3)c2=O)c1	-1	-6	3

# Next section
SMILES,mcGAS inh,hcGAS inh,NPYLR7 agonist
O=C(NC1CCN(Cc2ccccc2)CC1)c1cn(CC2CCCO2)nn1 (stereo unspecified),·,-7,4
Cc1n[nH]c(C)c1S(=O)(=O)N1CCCC(C)C1 (stereo unspecified),·,-10,10
N#CCN1CCC/C1=C\[N+](=O)[O-],·,-6,1
Cc1ccc(S(=O)(=O)N2CCCCC2C2CCCN2C(=O)OC(C)(C)C)cc1C(N)=O (stereo unspecified),·,-6,0
Cn1c(=O)[nH]c(=O)c2cc(C(=O)Nc3cc4c(cc3Cl)OCCO4)cnc21,·,2,0
CCC(C(=O)Nc1nnc(SCc2ccc(C(F)(F)F)cc2)s1)c1ccccc1 (stereo unspecified),3,3,0
CCN(CC)S(=O)(=O)c1ccc(C(=O)Nc2c(C)nc3scc(C)n3c2=O)cc1,-6,-7,8
C=CCn1c(N)c(C(=O)NCC)sc1=S,·,-1,5
CCOC(=O)C1CCN(C(c2ccc(C)cc2)C2Sc3nc(CC)nn3C2=O)CC1 (stereo unspecified),-7,-5,0
CC(C)c1ccc(NC(=O)N2CCC3(CC2)SCCN3C(=O)CCc2ccccc2)cc1,0,-2,-5
CCOC(=O)C1CCCCN1CC(=O)N1N=C(c2ccccc2F)CC1c1ccccc1 (stereo unspecified),-4,-2,-1
CC(c1cccc(O)c1)N(C)CC(=O)NC(C)(C#N)C(C)C (stereo unspecified),·,-10,1
COc1ncc(CN(C)Cc2ccc3nsnc3c2)cn1,·,-2,-4
CCCCNC(=O)C1CCC(C)N(CC(=O)Nc2nc(CC)c(C)s2)C1 (stereo unspecified),·,0,1
Cc1noc(N=CN(C)C)c1Sc1ccccc1[N+](=O)[O-],·,-2,-5
CCCc1[nH]n(-c2cccc(Cl)c2)c(=O)c1C1=C([n+]2ccccc2)C(=O)N(Cc2ccccc2)C1=O,-15,-16,5
Cc1cccc(-c2cc(N)n(-c3ccc(C(=O)NCCOc4ccccc4Cl)cc3)n2)c1,-4,-1,-7
Cc1[nH]c2nc3c(c(=O)n(Cc4ccc(Cl)cc4)c(=O)n3C)n2c1C,-7,-6,-1
CCCSc1ncccc1C(=O)Nc1cc(-c2onc3c2CCc2ccccc2-3)ccc1OC,-7,-6,25
N#CC1c2nc3ccccc3n2[C@H]2C[C@@]1(O)[C@@H]1OC[C@H]2O1 (stereo partly specified),·,5,2
COc1ccccc1-c1ccc2c(c1)C(C)(Cc1cccc(C#N)c1)C(=O)N2 (stereo unspecified),-3,1,1
CC(=O)c1ccccc1NC(=O)C(C)Nc1ccc(C)cc1C (stereo unspecified),·,-3,18
C=CCSc1nnc(NC(=O)C2CCCCC2)s1,·,-3,-1
O=C(C1CC1)N1CCN(S(=O)(=O)c2ccc3c(c2)CCCC3)CC1,-9,-4,6
N#Cc1ccccc1NC(=O)COc1cc(Cl)ccc1Cl,·,-1,-8
Cc1ccc(C(=O)NC(C(=O)NN(C)C)C23CC4CC(CC(C4)C2)C3)cc1 (stereo unspecified),-5,-4,20
CCOC(=O)c1nn(-c2ccccc2C)c(=O)cc1NCc1ccccc1OC,·,-5,2
CC(c1ccncn1)N(C)C(=O)c1cn(C/C=C/c2ccccc2)nn1 (stereo unspecified),·,-5,15
COCCNC(=O)c1cnn2c1NC(c1ccc(OC)c(OC)c1)CC2C(F)(F)F (stereo unspecified),-6,-8,-2
COc1ccc(C(=O)c2ccccc2)c(O)c1O,-3,-4,-9

# No enrichment for hits; overall some 0.29% were active at least once.
